CYP2C9 inhib: inhibitors of human CYP2C9. inhibition, % at 5 µM. 96,000 compounds, 20% hits. CYP2C9 Supersomes, luciferin-H conversion, luminescence;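 active = blocking of liver enzyme CYP2C9 beyond about 50% at 5 µM, limit read from the data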; also: values of inactives mirror those of a sister screen read the other way
Ecoli WT expand: growth inhibitors of E. coli BW25113 wild type. 98,000 compounds, 0.15% hits. OD600 absorbance. AID 710. growth inhibition, % at 100 µM;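 active = growth inhibition above about 50% at one test dose, limit read from the data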;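 also: growth measured after 20 h incubation at 37 °C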
CYP2C19 inh: blocks human cytochrome P450 2C19; P33261; CYP2C19 Supersomes, luciferin-H EGE luminescence, 30 min; inhibition, % at 5 µM; 96,000 compounds, 21% hits; AID 778;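 active = CYP2C19 inhibition above a set limit at 5 µM in the primary screen, cut at about 50% in these data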;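 also: plate controls were negative control wells for no effect and 2.5 mM tranylcypromine positive control for full effect; values of inactives mirror those of a sister screen read the other way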
PostGolgi yeast: growth inhibition of a yeast mutant, post-Golgi transport screen; post-Golgi transport phenotypic cell assay; inhibition, % at 10 µM; 98,000 compounds, 0.9% hits; in the data active = inhibition above about 30%;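 also: yeast cells grown in 1536-well plates; yeast grown about 18 h at 30C before absorbance read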
CYP2C19 activ: increases human CYP2C19 enzyme activity | activation factor at 5 µM | P33261 | recombinant CYP2C19, luciferin-H EGE luminescence; active compounds read high; 0 = fully inhibited enzyme, 1 = untreated enzyme | 96,000 tested, under 10 active | AID 1025;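 active = activation factor of at least 2 at 5 µM in the primary screen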;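 also: 0 = wells with 2.5 mM tranylcypromine and 1 = vehicle-only wells; values of inactives mirror those of a sister screen read the other way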
EphB4 antag: antagonists of human EphB4-ephrin-B2 interaction | P54760 | EphB4 LBD / TNYL-RAW-Alexa532 peptide, fluorescence polarization | inhibition, % at 7 µM | 97,000 compounds, 0.15% hits | AID 720;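 active = inhibition above the screen-wide mean inhibition plus 3 SD, cut at about 15% in these data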;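 also: 0% = DMSO wells and 100% = excess unlabeled TNYL-RAW peptide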
PLAP activator: activates human placental alkaline phosphatase; P05187; purified PLAP enzyme, luminescent substrate read-out; active compounds read high; 96,000 compounds, 1.2% hits; activation fold at 20 µM; in the data active = activation fold above about 2
Target sequence (P05187 whole entry, looked up): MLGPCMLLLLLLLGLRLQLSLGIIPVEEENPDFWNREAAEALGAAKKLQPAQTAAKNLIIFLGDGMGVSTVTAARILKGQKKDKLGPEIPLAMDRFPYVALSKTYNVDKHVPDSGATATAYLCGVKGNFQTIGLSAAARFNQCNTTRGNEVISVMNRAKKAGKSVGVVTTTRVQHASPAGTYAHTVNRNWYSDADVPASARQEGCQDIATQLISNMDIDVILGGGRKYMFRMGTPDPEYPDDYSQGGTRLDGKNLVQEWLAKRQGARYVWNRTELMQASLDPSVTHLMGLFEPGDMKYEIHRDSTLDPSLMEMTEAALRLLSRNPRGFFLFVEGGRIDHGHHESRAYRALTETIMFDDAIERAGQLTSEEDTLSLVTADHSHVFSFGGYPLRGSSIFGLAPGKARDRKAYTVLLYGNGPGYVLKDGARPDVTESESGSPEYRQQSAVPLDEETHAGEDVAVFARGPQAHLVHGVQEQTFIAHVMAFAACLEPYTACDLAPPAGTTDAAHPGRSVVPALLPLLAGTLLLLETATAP
PTK2B oligo ant: antagonists of human Pyk2 oligomerization; Q14289; Q293 cells, Pyk2 FERM NanoBiT luminescence; active compounds read low; 99,000 compounds, 0.83% hits; AID 1347419; z-score (the deposit names both 25 µM and 10 µM);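 active = Z-score of -3 or lower, scaled per plate to the spread of control and sample wells; inactive = z-score above -3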;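 also: negative z-score means lost luminescence so less FERM oligomerization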
CYP2C9 act: increases human cytochrome P450 2C9 activity; 96,000 compounds, 1.4% hits; recombinant CYP2C9, luciferin-H conversion, luminescence; active compounds read high; factor 1 = untreated enzyme, 0 = blocked; activation factor at 5 µM;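 active = activation factor of 2 or more for CYP2C9 at a 5 µM dose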;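 also: 0 = sulfaphenazole-blocked wells and 1 = vehicle-only wells; values of inactives mirror those of a sister screen read the other way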
The depositor's hits bear a star; . = no result given.

SMILES,CYP2C9 inhib,Ecoli WT expand,CYP2C19 inh,PostGolgi yeast,CYP2C19 activ,EphB4 antag,PLAP activator,PTK2B oligo ant,CYP2C9 act
O=C(N1CCN(c2ccccc2)CC1)C(F)(F)C(F)(F)F,-2,-4,22,-3,0.8,.,0.9,0.57,1
CC1CC(=O)N(CC(=O)NCc2ccc3c(c2)OCO3)c2ccccc2S1 (stereo not drawn),42,1,100*,1,0,4,1.1,-0.09,0.6
CCOC(=O)CC1NC(=O)c2ccccc21 (stereo not drawn),5,1,1,-6,1,-6,1.1,-0.18,0.9
O=C(O)c1ccc2c(c1)C(=O)N(CCC1=CCCCC1)C2=O,16,1,1,-7,1,.,1.1,0.5,0.8
Cn1c(CCN2CCCCC2)nc2cc([N+](=O)[O-])ccc21,31,-1,0,-12,1,1,1,0.6,0.7
Cc1ccsc1-c1nc(CSCC(=O)NCCN2CCCC2)c(C)o1,7,-3,2,10,1,11,1.1,0.75,0.9
CC1CCN(C(=O)CCc2nc3cc(S(=O)(=O)N(C)C)ccc3n2C)CC1,11,11,10,-2,0.9,-6,1,0.28,0.9
COC(=O)c1cc2sc(Cl)cc2n1CC(=O)Nc1ccc(OC)c(OC)c1OC,9,-10,27,4,0.7,-3,1,-0.65,0.9
Cc1ccccc1NC(=O)c1csc2c1CCCC2,-6,1,20,-8,0.8,2,1.2,-0.55,1.1
COc1ccc(COC(=O)Nc2cc3c(C(F)(F)F)nn(C)c3s2)cc1,-10,12,49,1,0.5,-6,1.2,-0.8,1.1
CCc1cc2c(N[C@@H](C)C(=O)O)ncnc2s1,0,4,7,0,0.9,4,1,0.91,1
C=CCn1c(CNC(=O)c2ccco2)nnc1SCC(=O)Nc1cccc(Br)c1,21,16,36,5,0.6,-6,1.5,0.18,0.8
CCc1cc2c(=O)c(-c3cscn3)coc2cc1OC,-18,.,-1,.,1,.,0.9,.,1.2
CCOC(=O)c1oc2ccccc2c1NC(=O)c1ccc2c(c1)OCO2,12,-12,9,1,0.9,0,0.9,-0.8,0.9
CCCn1nnnc1SCC(=O)NCc1cccs1,-6,6,73*,10,0.3,-7,0.9,0.33,1.1
O=C1c2ccccc2NC(c2ccc(Cl)cc2Cl)N1O (stereo not drawn),14,58*,25,3,0.8,3,1,-0.31,0.9
CCOc1ccc(OC(=O)C(CCS(C)(=O)=O)N2C(=O)c3ccccc3C2=O)cc1 (stereo not drawn),32,4,14,-6,0.9,-2,1.3,-0.64,0.7
Cc1nc(C(F)(F)F)c(C(=O)NC(=O)Nc2ccccc2)s1,18,-6,21,5,0.8,-7,1.1,-0.65,0.8
CCSc1nnc(-c2cc3c(s2)-c2ccccc2CC3)o1,-17,-19,-5,12,1.1,-6,1.1,-0.39,1.2
COC(=O)c1ccccc1NC(=O)c1nc2nc(C)cc(C)n2n1,-90,1,6,-5,0.9,-4,1.1,-0.55,1.9
O=C(O)CSc1nnc(Cc2ccccc2)n1Cc1ccccc1,4,-1,11,-2,0.9,0,1.7,0.05,1
Cc1ccc(-n2ccc(=O)c(C(=O)O)n2)cc1,54*,10,-4,4,1,3,0.8,-0.31,0.5
CC(=O)N1Cc2ccccc2CC1C(=O)O (stereo not drawn),-19,-1,-22,20,1.2,4,1.2,-0.23,1.2
CCCOc1ccc(N2C(=O)CC(SC(=NC)Nc3ccc(F)cc3)C2=O)cc1 (stereo not drawn),38,-12,4,-5,1,0,0.9,-0.44,0.6
CC1C(=O)CCC1(C(=O)O)c1ccccc1 (stereo not drawn),-9,3,-18,-10,1.2,-5,1.1,0.65,1.1
COc1c(N2CCN(C(=S)NCc3ccccc3)C(C)C2)c(F)cc2c(=O)c(C(=O)O)cn(C3CC3)c12 (stereo not drawn),14,88*,7,-2,0.9,-4,1,0.69,0.9
O=C(CCCSc1nc2ccccc2[nH]1)Nc1nnc(-c2ccccc2)o1,52*,15,42,-3,0.6,2,2.1*,-0.01,0.5
CCCCc1[nH]nc2c1C1(C(=O)N(CC)c3ccccc31)C(C#N)=C(N)O2 (stereo not drawn),-10,0,-3,6,1,7,1.4,-0.2,1.1
CC(CN1CCCCC1)OC(=O)C1c2ccccc2Oc2ccccc21 (stereo not drawn),-17,10,72*,10,0.3,0,1.4,0.29,1.2
Cc1onc(-c2ccccc2)c1C(=O)N/N=C(\N)COc1ccc(Cl)cc1,74*,15,69*,4,0.3,-2,1.6,-0.13,0.3

Some of these compounds in order of heavy-atom count, falling:
SMILES,CYP2C9 inhib,Ecoli WT expand,CYP2C19 inh,PostGolgi yeast,CYP2C19 activ,EphB4 antag,PLAP activator,PTK2B oligo ant,CYP2C9 act
Cc1onc(-c2ccccc2)c1C(=O)N/N=C(\N)COc1ccc(Cl)cc1,74*,15,69*,4,0.3,-2,1.6,-0.13,0.3
Cc1ccc(-n2ccc(=O)c(C(=O)O)n2)cc1,54*,10,-4,4,1,3,0.8,-0.31,0.5
CC1C(=O)CCC1(C(=O)O)c1ccccc1 (stereo not drawn),-9,3,-18,-10,1.2,-5,1.1,0.65,1.1

Returning to the listing, repeating the five entries before the break.
SMILES,CYP2C9 inhib,Ecoli WT expand,CYP2C19 inh,PostGolgi yeast,CYP2C19 activ,EphB4 antag,PLAP activator,PTK2B oligo ant,CYP2C9 act
COc1c(N2CCN(C(=S)NCc3ccccc3)C(C)C2)c(F)cc2c(=O)c(C(=O)O)cn(C3CC3)c12 (stereo not drawn),14,88*,7,-2,0.9,-4,1,0.69,0.9
O=C(CCCSc1nc2ccccc2[nH]1)Nc1nnc(-c2ccccc2)o1,52*,15,42,-3,0.6,2,2.1*,-0.01,0.5
CCCCc1[nH]nc2c1C1(C(=O)N(CC)c3ccccc31)C(C#N)=C(N)O2 (stereo not drawn),-10,0,-3,6,1,7,1.4,-0.2,1.1
CC(CN1CCCCC1)OC(=O)C1c2ccccc2Oc2ccccc21 (stereo not drawn),-17,10,72*,10,0.3,0,1.4,0.29,1.2
Cc1onc(-c2ccccc2)c1C(=O)N/N=C(\N)COc1ccc(Cl)cc1,74*,15,69*,4,0.3,-2,1.6,-0.13,0.3
N#Cc1nc(-c2ccco2)oc1NCCCn1ccnc1,84*,7,86*,-3,0.1,-4,0.8,0.08,0.2
CCN(c1ccccc1)S(=O)(=O)c1ccc(NCC2COc3ccccc3O2)nc1 (stereo not drawn),84*,-21,52*,15,0.5,5,0.9,-2.6,0.2
COc1ccc2c(c1)[nH]c1c(=O)n(CCc3cnc[nH]3)cnc12,96*,7,85*,-3,0.2,2,1.6,-0.37,0
CC(NC(=O)CSc1nnc(CC(=O)Nc2ccc(Cl)c(Cl)c2)n1C)c1ccccc1 (stereo not drawn),35,0,36,-5,0.6,-7,1.7,-0.78,0.7
Cn1c(CN2CCCCC2)nc2cc(NS(=O)(=O)c3ccc(Cl)cc3)ccc21,67*,7,42,28,0.6,2,1.4,2.3,0.3
CC12CN3CC(C)(CN(C1)C31C(=O)N(Cc3ccccc3)c3ccccc31)C2=O (stereo not drawn),-8,.,2,.,1,.,1,.,1.1
CCC1(C)Cc2c(sc(NC(=O)CCC(=O)O)c2C#N)CO1 (stereo not drawn),0,-6,-8,2,1.1,9,1,0.58,1
Cc1cccc(C)c1OCc1nnc2c3cnn(C)c3ncn12,10,-5,40,-8,0.6,7,1.1,-0.05,0.9
O=C(c1cccc(-n2cnnn2)c1)N1CC=C(c2ccccc2)CC1,33,0,44,6,0.6,2,1,-0.4,0.7
O=C(O)C1CCCN1S(=O)(=O)c1ccc2c(c1)CCC2 (stereo not drawn),-49,-8,-10,-9,1.1,1,1.2,2.4,1.5
O=C(Nc1cnc2ccccn2c1=O)c1ccc(F)cc1,8,4,28,-1,0.7,-2,0.9,-0.24,0.9
COC(=O)c1ccccc1NC(=O)c1cccc(NC(=O)CSCc2ccccc2)c1C,-35,1,-16,-4,1.2,-2,0.9,0.09,1.4
O=C1CN(C(=O)C2CC2)c2ccccc2N1,8,1,7,2,0.9,-6,0.9,-0.21,0.9
O=C(N1CCN(c2ccccc2)CC1)C(F)(F)C(F)F,-6,-5,21,-13,0.8,0,1.2,1.1,1.1
Clc1ccc(-c2nnc(N3CCCC3)nn2)cc1,7,-12,26,19,0.7,0,0.7,0.11,0.9
CCCn1nnc(NC(=O)COc2ccc(Cl)cc2)n1,10,23,30,9,0.7,0,1,1.5,0.9
CCOC(=O)C1=C(O)/C(=C/c2cc(OC)c(OC)c(OC)c2)SC1=Nc1ccc(OC)cc1,.,-23,.,3,.,4,.,-2,.
Cc1ccc(S(=O)(=O)N2CCCC2C(=O)O)cc1 (stereo not drawn),-22,3,-6,18,1.1,1,1.2,-0.06,1.2
O=C(NC1=NCCS1)C1CC(=O)N(c2ccc(F)cc2)C1 (stereo not drawn),20,8,12,4,0.9,0,0.8,0.06,0.8
CCOc1ccc(N=CC2=C(O)CC(C)(C)CC2=O)cc1,6,1,6,4,0.9,2,0.9,-0.58,0.9
O=C(COc1ccccc1)N1CCN(c2ncnc3c2cnn3-c2ccccc2)CC1,71*,-17,80*,9,0.2,-5,1.6,-0.51,0.3
CC(NC(=O)c1nn(C)c(=O)c2ccccc12)c1ccc(F)cc1 (stereo not drawn),64*,-13,43,-11,0.6,-6,1.7,-0.18,0.4
Cc1ccc(C)c(OCC(O)CN2CCC(C)CC2)c1C (stereo not drawn),-17,3,2,-2,1,1,1,0.43,1.2
Cc1ccccc1N1CCN(C(=O)c2ccccc2NC(=O)/C=C\C(=O)O)CC1,22,-1,-4,2,1,-1,1.1,0.18,0.8
Cc1nnc(NC(=O)CSc2nc(C3CCCCC3)nc3ccccc23)s1,20,-4,-1,-5,1,2,1,-0.46,0.8
CCCCNC1=C(Br)C(=O)CC(C)(C)C1,2,2,82*,3,0.2,-3,0.8,0.77,1

Compound activity (PubChem BioAssay)
